LGR2 inh = inhibitors of bursicon-induced LGR2 CRE-luciferase signal, primary screen, cell-based, HEK293, CRE-luciferase reporter, bursicon stimulation. bursicon-stimulated, 4 h. AID 720647, 2013. Drosophila bursicon receptor LGR2 (rickets). inhibition, % at 9.99 µM. 380,000 compounds, 0.35% hits;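 active = drop in luminescence signal, shown as inhibition above about 50% in the replicate tests, limit read from the data, passing the limit was not always enough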;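 note: agonist challenge used bursicon conditioned medium at about half maximal strength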
EWS-Fli inh = EWS/Fli-driven NR0B1 reporter inhibitors, primary screen, A673 cells, NR0B1 luciferase, luminescence, MLPCN library | 350,000 compounds, 0.67% hits | inhibition, % at 12.6 µM | viability-normalised;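 active = mean inhibition of at least 50% after viability correction, with every replicate also passing that limit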;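 note: firefly luciferase signal divided by Alamar Blue viability fluorescence both relative to DMSO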
CASP6 VEID inh = human caspase-6 inhibitors, primary screen, biochemical, VEID-R110 fluorescence, single point, set 2 | purified caspase-6, Z-VEID-R110 cleavage fluorescence | inhibition, % at 12.5 µM | AID 686996, 2013 | 350,000 compounds, 0.53% hits;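 active = mean inhibition across replicates at least about 35%, with every replicate also reaching that limit, limit read from the data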;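 note: 0% = median of neutral control wells and 100% = no fluorescence left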
Target sequence (P55212 24-179 limits assumed): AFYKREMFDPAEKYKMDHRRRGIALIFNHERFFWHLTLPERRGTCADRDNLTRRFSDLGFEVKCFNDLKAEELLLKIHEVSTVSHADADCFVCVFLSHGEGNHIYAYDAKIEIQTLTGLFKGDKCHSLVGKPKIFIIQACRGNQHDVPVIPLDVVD
Target sequence (P55212 194-293 limits assumed): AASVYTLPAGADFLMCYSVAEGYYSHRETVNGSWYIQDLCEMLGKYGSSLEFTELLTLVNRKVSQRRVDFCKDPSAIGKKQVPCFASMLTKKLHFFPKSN
PAX8 inh HTS = inhibitors of PAX8-driven TPO luciferase reporter, primary screen, RMG-I cells, single concentration; 360,000 compounds, 1.2% hits; inhibition, % at 12.6 µM; SteadyGlo, 24 h;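 active = mean replicate inhibition at least 60% with every replicate also reaching 60%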;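 note: luciferase light reporting Pax8 driven TPO promoter activity; plate controls were median of neutral control wells for no effect and mitoxantrone controls for full effect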
miR122 inh = miR-122 Renilla sensor signal increase in Huh7, primary screen, miR-122 inhibitor project, cell-based, single point, plate reader; Huh7 miR-122 Renilla luciferase sensor, 48 h; neutral wells = 0, positive control = 100; activation (reporter increase), % at 12.5 µM; 340,000 compounds, 0.3% hits; AID 602342, 2012;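 active = mean replicate activation score at least 90 and every replicate individually at or above 90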;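 note: higher luciferase means less miR-122 activity so hits act as miR-122 inhibitors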
FN deposition inh = inhibitors of fibronectin matrix deposition, primary screen, AH1F cells, Alexa488-fibronectin fluorescence, plate reader; AH1F fibroblasts, overnight; inhibition, % at 12.6 µM; 350,000 compounds, 0.086% hits; AID 743247, 2014;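 active = mean inhibition across replicates of 30% or more, regardless of how many single replicates reach that level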;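 note: positive control wells lacked labelled fibronectin entirely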
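Assay system: AH1F fibroblast monolayer, labelled fibronectin deposition. Amount: 10000 cells per well. Also added: labelled fibronectin 24 nM. Compound: single-point pinned compound. Incubation: cell attachment 1 h, compound and FN exposure overnight. Detection: fluorescence after three HBSS washes, excitation 485 nm, emission 525 nm. Read-out: inhibition of fibronectin deposition signal.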
Cneo AK release = Cryptococcus neoformans cell lysis inducers, primary screen, AK release luminescence, single concentration | AID 651654, 2012 | C. neoformans lysis, adenylate kinase release luminescence, 4 h; normalised: neutral wells 0, clomiphene wells 100 | 360,000 compounds, 0.2% hits | lysis activity, % at 15 µM;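 active = mean lysis activity across replicates of at least 80%, whatever share of replicates individually reach that level; inactive = mean lysis activity below 80%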
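read-out = cell lysis signal | test system = log-phase Cryptococcus neoformans yeast cells | input = cells at 5 × 10^6 per mL | medium = fresh YPD growth medium | signal = luminescent adenylate kinase detection reagent | timing = 4 h at 37 °C static, read 1 h later | dosing = single dose | controls = Clomiphene as positive lysis control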
PGC1a acetyl inh = inhibitors of PGC1a acetylation signal, primary screen, cell-based, U2OS, AlphaScreen, inhibitor mode | AlphaScreen anti-acetyl-lysine; with virally co-expressed GCN5 acetyltransferase | 350,000 compounds, 0.17% hits | inhibition, % at 15.6 µM;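 active = every replicate shows inhibition of at least 40%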;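 note: 0% = neutral control wells and 100% = positive control wells; some results beyond the cut were filed as inactive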
Numbers without * were called inactive; nt = no result given; & = joins results of further samples; [ ] = dose if it differs, or a comment. No enrichment for hits; about 2.5% have a hit in one of these screens.

canonical_smiles	PGC1a acetyl inh	miR122 inh	FN deposition inh	PAX8 inh HTS	LGR2 inh	CASP6 VEID inh	Cneo AK release	EWS-Fli inh
COc1ccc(S(=O)(=O)Nc2cccc3c2O[C@@H](CN(C)S(=O)(=O)c2cccs2)[C@@H](C)CN([C@H](C)CO)C3=O)cc1	-1	29[16.7 µM]	nt	nt	16	-1	3	-7
CSCCC(NC(=O)COc1ccccc1)C(=O)N1CCN(c2ccccc2F)CC1 (stereo unspecified)	-7	73	-2	nt	nt	nt	2	nt
O=S(=O)(c1ccc(NC(=S)NC23CC4CC(CC(C4)C2)C3)cc1)N1CCCCC1	-2	-3	-5	-1	16	0	2	13
Cc1c(C(=O)NCc2cccc(Cl)c2)sc(=O)n1Cc1ccc(F)cc1	nt	nt	-3	-9	-8	-1	0	-10
COc1ccccc1NS(=O)(=O)c1ccc(C(=O)N2CCCCCCC2)cc1	-3	nt	0	18	10	-2	nt	8
O=C(C1CC1)N1CC(=O)N2[C@H](CO)[C@@H](c3ccc(-c4ccccc4F)cc3)[C@H]2C1	4	nt	nt	-11	-17	1	nt	8
COc1ccc2c(c1OC)C(=O)N1N=C(c3ccc(F)cc3)CC21 (stereo unspecified)	12	-18	6	20	nt	-2	nt	4
CCCCn1nnnc1NCc1ccc(C)cc1	nt	nt	10	-10	14	-2	3	10
Cc1ccc(-c2nnc(Nc3ccc4c(c3)OCO4)c3ccccc23)cc1S(=O)(=O)NCCO	-94	86	2	21	-6	6	-2	-9
COc1ccnc2c1c(=O)n(Cc1cccc(Cl)c1)c(=O)n2C	-12	-8	18	-15	3	-4	-1	-13
NS(=O)(=O)c1ccc(NC(=O)CSc2n[nH]c(=O)n2Cc2ccccc2)cc1	nt	nt	-3	4	-16	2	3	0
O=C(COC(=O)CCC(=O)c1cccs1)Nc1ncc(Cl)cc1Cl	11	0	nt	5	24	nt	-9	3
COC(=O)C1(C(O)C(=O)c2ccc(C)cc2C)CCCCC1 (stereo unspecified)	-48	17	8	16	nt	nt	-4	nt
Nc1ncnc2c1ncn2[C@@H]1O[C@H](C(=O)Nc2cc(C(F)(F)F)cc(C(F)(F)F)c2)[C@@H](O)[C@H]1O	-5	-4	2	14	0	0	0	6
C/C(=N\Nc1ccc(Cl)c(C(=O)O)c1)c1ccc(Br)s1	1	6	4	-41	-13	8	-3	-35
CCCOc1ccccc1NC(=O)c1ccc([N+](=O)[O-])cc1	nt	nt	2	12	2	-1	nt	4
Cc1cccc(CC(=O)NCCS(=O)(=O)N2CCN(c3cccc(Cl)c3)CC2)c1	nt	-9	-9	11	-15	5	-1	-6
CCOC(=O)c1cnc(SCC(=O)Nc2ccc(N3CCOCC3)c(Cl)c2)nc1N	13	nt	0	nt	-8	nt	-1	nt
O=C(c1ccc(F)cc1)N1CC2(C1)[C@@H](c1ccccc1)[C@@H](CO)N2Cc1ccccn1	1	nt	nt	nt	9	3	nt	8
CC1(C)CC(=O)C=C(NC2CCCCCCC2)C1	-1	0	1	15	nt	nt	-12	nt
COc1ccccc1C1CCN(c2ccc([N+](=O)[O-])c(OC)c2)CC1	-15	-2	-3	-42	-31	0	-6	-51
CCCNC(=O)N(C)C[C@H]1Oc2cc(C#Cc3cccc(F)c3)ccc2S(=O)(=O)N([C@H](C)CO)C[C@H]1C	12	-12[16.7 µM]	-1	nt	10	2	-4	7
C=C1C(=O)C=C[C@]2(C)C[C@@H]3OC(=O)[C@](C)(O)[C@H]3C[C@@H]12	-178	18	6	67*	35	3	-2	65*
COc1cc2c(cc1OC)C(C)N(C(=O)c1c(C)noc1C)CC2 (stereo unspecified)	-9	0	2	13	nt	-3	1	-3
CC(=O)Nc1ccc2c(c1)C(=Nc1cccc(C)c1)c1ccccc1-2	0	5	-2	-12	-65	1	nt	-23
COc1ccc(OC)c(C(=O)NC(CC(N)=O)c2ccc(NCc3ccc(F)c(F)c3)c([N+](=O)[O-])c2)c1 (stereo unspecified)	1	-3	8	-10	1	6	-5	-4
COC(=O)c1cc(Cl)cc2c(CCO)c[nH]c12	-15	-5	6	-25	-18	3	0	-1
N=C1SCC(=O)N1c1ccccc1Cl	3	nt	3	27	-4	-2	0	-1
Cc1nn(Cc2c(Cl)cccc2Cl)c(C)c1NC(=O)Cn1nc([N+](=O)[O-])c(Cl)c1C	nt	nt	3	1	nt	1	nt	-4
COc1ccc(CCN(C)C(=O)C23CC4CC(CC(Cl)(C4)C2)C3)cc1OC	nt	nt	7	nt	19	-94	3	nt
CCCn1c2ccccc2c2cnn(CC(=O)NC3CCCC(C)C3C)c(=O)c21 (stereo unspecified)	-4	-5	1	-4	8	1	0	0
Cc1cc(NC(=O)/C=C/C(=O)N(CC(=O)NC2CCCC2)c2ccc(F)cc2)no1	-3	4	5	50	3	4	-3	11
CO[C@@H]1CN(C)C(=O)c2ccc(NC(=O)NC(C)C)cc2OC[C@H](C)N(CC2CC2)C[C@@H]1C	2	16[16.7 µM]	nt	0	10	1	1	-7
COC(=O)N/N=C\c1ccc(OC/C=C/c2ccccc2)cc1	4	-4	nt	-93	-10	-6	10	nt
CC1=CC(C)(C)N2C(=O)C3(NCCc4c3[nH]c3ccccc43)c3cccc1c32 (stereo unspecified)	-3	-5	5	0	29	1	-3	-3
Cc1ccc(S(=O)(=O)N2CCN(C(=O)COC(=O)Cc3c(F)cccc3Cl)CC2)c(C)c1	nt	nt	5	-8	3	-1	-2	-6
Cc1ccc(-n2c(C)nn(CC3CC3)c2=O)cc1	5	3	9	-1	nt	0	-2	-1
Cc1ccc(C)c(NC(=O)CCc2nnc3ccc(N4CCCCC4)nn23)c1	3	-2	-4	10	-13	4	0	nt
Cc1ccc(S(=O)(=O)Nc2ccsc2C#N)cc1	24	-1	-3	11	-7	1	-12	-6
Cc1ccc(S(=O)(=O)N2CCCCC2)cc1NC(=O)CNc1ccc(C(F)(F)F)cc1	2	7	-6	36	6	3	nt	25

Quoted from above, four compounds:
canonical_smiles	PGC1a acetyl inh	miR122 inh	FN deposition inh	PAX8 inh HTS	LGR2 inh	CASP6 VEID inh	Cneo AK release	EWS-Fli inh
Cc1ccc(-n2c(C)nn(CC3CC3)c2=O)cc1	5	3	9	-1	nt	0	-2	-1
Cc1ccc(C)c(NC(=O)CCc2nnc3ccc(N4CCCCC4)nn23)c1	3	-2	-4	10	-13	4	0	nt
Cc1ccc(S(=O)(=O)Nc2ccsc2C#N)cc1	24	-1	-3	11	-7	1	-12	-6
Cc1ccc(S(=O)(=O)N2CCCCC2)cc1NC(=O)CNc1ccc(C(F)(F)F)cc1	2	7	-6	36	6	3	nt	25

The listing picks up, repeating the 4 entries before the break.
canonical_smiles	PGC1a acetyl inh	miR122 inh	FN deposition inh	PAX8 inh HTS	LGR2 inh	CASP6 VEID inh	Cneo AK release	EWS-Fli inh
Cc1ccc(-n2c(C)nn(CC3CC3)c2=O)cc1	5	3	9	-1	nt	0	-2	-1
Cc1ccc(C)c(NC(=O)CCc2nnc3ccc(N4CCCCC4)nn23)c1	3	-2	-4	10	-13	4	0	nt
Cc1ccc(S(=O)(=O)Nc2ccsc2C#N)cc1	24	-1	-3	11	-7	1	-12	-6
Cc1ccc(S(=O)(=O)N2CCCCC2)cc1NC(=O)CNc1ccc(C(F)(F)F)cc1	2	7	-6	36	6	3	nt	25
CN(C)C(=O)[C@@H]1[C@@H](CO)[C@@H]2Cn3c(ccc(-c4ccccc4F)c3=O)[C@H]1N2C(=O)c1cccnc1	nt	5[16.7 µM]	nt	-3	0	5	4	0
CCOc1ccc(NC(=O)CSc2nc3[nH]ncc3c(=O)[nH]2)cc1	nt	nt	-6	6	4	-1	nt	-1
O=C(NNC(=O)c1csc(-c2cnccc2C(F)(F)F)n1)c1ccc(C(F)(F)F)cc1	20	-1	4	15	1	-1	2	7
COc1cccc(C(=O)N2CCCC(c3nc(-c4cccs4)no3)C2)c1 (stereo unspecified)	-2	-8	1	nt	nt	nt	3	nt
COCOCCn1cc(CN2CCS(=O)(=O)N(Cc3ccc(-c4ccncc4)cc3)C(C)C2=O)nn1 (stereo unspecified)	9	-2	2	4	3	0	nt	-9
CC(C)NC(=O)N1CCCCN2[C@@H](CO)[C@@H](c3ccc(C#C[C@@H](C)O)cc3)[C@@H]2C1	-1	7[16.7 µM]	nt	7	-11	nt	-3	-4
CC(C)(C)c1ccc(C(=O)OCC(=O)NCc2ccco2)cc1	nt	nt	0	9	16	3	1	-5
Cc1ccc(S(=O)(=O)N2C[C@H]3N(C(=O)OC(C)C)N(C(=O)OC(C)C)C[C@H](OC(=O)NCc4ccccc4)[C@@]3(O)C2)cc1	-11	-12	10	-3	-1	-1	-4	-1
CSc1ccc(CCNC(=O)CCc2nnc3ccc(N4CCCCC4)nn23)cc1	1	1	3	17	36	-2	2	1
CCN(CC)CCCN1C(=O)C(=O)/C(=C(/O)c2ccc(Cl)cc2)C1c1ccccn1 (stereo unspecified)	7	1	-31	nt	nt	nt	2	nt
O=C(NCC(=O)N(c1cccc(F)c1)C(C(=O)NC1CCCC1)c1cccnc1)c1ccco1 (stereo unspecified)	-4	1	-6	0	-66	-2	1	-1
Cn1c(CCN2CCN(c3ccccn3)CC2)nc2cc(NS(=O)(=O)c3ccc(F)cc3)ccc21	-15	0	0	50	22	1	1	-4
CCCNC(=O)N(C)C[C@H]1Oc2ncc(Br)cc2C(=O)N([C@H](C)CO)C[C@H]1C	0&0	-3	19	-21&-10	11	0&7	2&1	3&6
Cc1cccc(-c2n[nH]c(=S)n2/N=C/c2ccc(C)s2)c1	nt	nt	-2	-8	20	nt	-1	nt
OC(COCc1ccc(Cl)cc1)CN1CCCCC1 (stereo unspecified)	0	-9	-9	0	8	-4	-1	-1
COc1ccccc1OCC(=O)NCC1CCCN(C(=O)c2ccccc2C(C)=O)C1 (stereo unspecified)	1	-7	11	nt	3	2	1	-2
Cc1ccc(-c2noc(CN3CCN(c4ccccc4F)CC3)n2)cc1	12	-1	-2	14	-1	3	0	2

Screening results as filed in PubChem BioAssay.
